Bioassay records: PubChem BioAssay, several laboratories
ABCB6 inh 2: human ABCB6 transporter inhibition | AID 602162 | fluorescence ratio to DMSO, % at 10 µM | K562-ABCB6 porphyrin accumulation, flow cytometry, 1 h; stronger effect = lower value | 0.19% of 360,000 active | Q9NP58;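 active = fluorescence ratio to DMSO below 75%, the collection mean minus 3 SD; inconclusive = too few cells collected in the well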;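 also: signal is porphyrin accumulated inside mitochondria; 100% equals median channel fluorescence of DMSO control wells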
CaV13 FRET inh: Disruptors of the CACNA1D IQ motif to Ca2+-dependent inactivation inhibitor domain association, primary screening, Förster resonance energy transfer in intact living …. HEK cells, CFP/YFP FRET ICDI-IQ, plate reader, 10 min; percent FRET-ratio fall versus neutral wells. AID 743397. inhibition, % at 12.3 µM. 0.098% of 340,000 active;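 active = mean replicate inhibition of at least 30% and at least 1% of replicates passing that level; inconclusive = only one of the two criteria is met; inactive = neither criterion is met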;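 also: 0% = median of the neutral control wells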
HTR2A ag: agonists of mouse serotonin 5-HT2A receptor (HTR2A); 0.66% of 360,000 active; activation, % at 7.6 µM; CHO-K1 mHTR2A beta-arrestin complementation, luminescence; percent of 30 µM serotonin response; P35363;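 active = activation above a run cutoff, the mean activation of all tested compounds plus 3 SD, cut at about 14% in these data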;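 also: 0% = plate median of compound wells and 100% = 30 µM serotonin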
Cardio protect: modulators protecting cardiomyocytes from myocardial damage; H9c2 cardiomyocytes, H2O2 injury protection, ATPLite, 2 h; protection from H2O2 cell death, % at 20 µM; 0.63% of 360,000 active; AID 588492;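 active = compounds giving at least 50% protection of heart cells from peroxide-induced death in the single-dose screen, raw or plate-pattern-corrected value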;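 also: 0% = DMSO wells with peroxide and 100% = DMSO wells without peroxide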
Glyco luc inh: N-linked glycosylation inhibition | AID 588692 | 0.23% of 360,000 active | D54 ERlucT glycosylation luciferase reporter, 24 h; percent of 100 nM tunicamycin response | reporter increase, % at 12.5 µM;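 active = mean luciferase reporter signal, scaled so untreated is 0 and the glycosylation-blocking control 100, at or above a set limit in every replicate; inconclusive = mean reaches the limit but not every replicate does; inactive = mean below the limit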;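 also: luciferase carries N-glycosylation sites so blocking glycosylation raises the light; 0% = median of neutral control wells and 100% = median of 100 nM tunicamycin wells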
MC4R barr agon: agonists of human melanocortin 4 receptor (MC4R) beta-arrestin; P32245; U2OS MC4R beta-arrestin complementation, luminescence; percent of melanotan II response, DMSO zero; activation, % at 8.9 µM; 0.98% of 360,000 active;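 active = activation above a per-plate cutoff, the mean activation of sample wells on that plate plus 3 SD, cut at about 8% in these data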
MC4R antagonist: antagonists of human melanocortin 4 receptor (MC4R). P32245. MC4R-expressing cells, MTII-stimulated cAMP, LANCE TR-FRET. 0.48% of 360,000 active. inhibition, % at 6.5 µM;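 active = inhibition above its plate's cutoff, the mean of tested wells on that plate plus 3 SD, cut at about 29% in these data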;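 also: 0% = Melanotan II alone and 100% = Melanotan II plus saturating MCL0020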
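Material: U2OS-MC4R stable cell line | Reagent: Melanotan II challenge after compound preincubation | Doses: One concentration, 6.5 µM nominal | Incubation: 30-min compound preincubation, 1-h Melanotan II challenge, 1-h detection, room temperature | Signal: TR-FRET cAMP assay | Replicates: One well per compound, no replicates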
Granule exo inh: blocks lytic granule exocytosis; TALL-104 LAMP-1 surface exposure, flow cytometry; cells stimulated with thapsigargin and PMA; 0.66% of 360,000 active; inhibition, % at 10 µM;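 active = inhibition above about 55%, limit read from the data; inconclusive = no clear call, values can overlap the other calls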
ABHD5 PLIN5 PPI: inhibitors of human ABHD5-perilipin-5 interaction; inhibition, % at 4 µM; 0.78% of 360,000 active; AID 602281; Split G. princeps luciferase complementation, luminescence, 4 h;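 active = inhibition above the mean inhibition across every tested compound plus 3 SD, cut at about 22% in these data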;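 also: 0% = DMSO only wells and the 100% control is not disclosed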
Target sequence (Q00G26 whole entry, looked up): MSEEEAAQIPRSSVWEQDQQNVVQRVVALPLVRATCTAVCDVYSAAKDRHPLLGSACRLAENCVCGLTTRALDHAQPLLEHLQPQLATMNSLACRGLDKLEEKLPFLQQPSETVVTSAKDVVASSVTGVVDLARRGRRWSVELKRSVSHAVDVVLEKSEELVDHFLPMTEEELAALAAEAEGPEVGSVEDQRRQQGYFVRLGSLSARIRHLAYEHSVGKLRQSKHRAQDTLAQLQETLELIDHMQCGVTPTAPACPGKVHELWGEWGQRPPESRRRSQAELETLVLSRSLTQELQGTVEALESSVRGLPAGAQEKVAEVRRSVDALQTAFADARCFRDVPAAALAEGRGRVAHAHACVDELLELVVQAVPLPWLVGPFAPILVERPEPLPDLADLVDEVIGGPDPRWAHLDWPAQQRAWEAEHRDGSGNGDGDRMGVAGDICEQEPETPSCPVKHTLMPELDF
Target sequence (Q8WTS1 whole entry, looked up): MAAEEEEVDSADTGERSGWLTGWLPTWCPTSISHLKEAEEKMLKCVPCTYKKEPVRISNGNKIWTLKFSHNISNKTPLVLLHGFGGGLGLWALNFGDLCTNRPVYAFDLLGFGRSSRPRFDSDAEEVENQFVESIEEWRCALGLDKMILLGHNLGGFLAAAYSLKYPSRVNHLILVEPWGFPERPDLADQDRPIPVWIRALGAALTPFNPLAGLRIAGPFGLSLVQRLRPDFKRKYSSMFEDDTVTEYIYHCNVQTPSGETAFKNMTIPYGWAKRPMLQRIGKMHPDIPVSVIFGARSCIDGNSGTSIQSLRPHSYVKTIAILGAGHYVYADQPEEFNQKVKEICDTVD
PDI turbidity: PDI (human) enzyme inhibition; 0.052% of 350,000 active; inhibition, % at 10 µM; AID 588391; PDI insulin aggregation turbidity, A650, 90 min;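 active = mean inhibition across replicates of 30% or more, whatever share of single replicates reach that level; inconclusive = mean inhibition below 30% while every single replicate reaches 30%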;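 also: absorbance from insulin aggregation driven by PDI reduction with DTT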
Active calls of the source: *; ? = inconclusive; / = no result given.

SMILES | ABCB6 inh 2 | CaV13 FRET inh | HTR2A ag | Cardio protect | Glyco luc inh | MC4R barr agon | MC4R antagonist | Granule exo inh | ABHD5 PLIN5 PPI | PDI turbidity
Cc1nc(N2CCCCC2)c2c(C)c(C(=O)Nc3ccccc3C(F)(F)F)sc2n1 | 105.0 | -2.9 | 7.8 | 2.4 | -4.0 | 2.5 | 5.9 | -0.9 | -2.6 | -1.6
Fc1ccc(Nc2nc(NCc3cccs3)nc3ccsc23)cc1 | 98.0 | -3.9 | -9.4 | -25.5 | -8.2 | 2.1 | 13.8 | ? | -2.0 | -12.6
O=c1c(Cc2ccccc2)c(O)ccn1Cc1ccco1 | 103.0 | 2.6 | 2.9 | 1.3 | 1.5 | -0.8 | -3.1 | -5.3 | -3.2 | -7.3
O=C(NCc1ccc(Cl)nc1)c1csc(COCCO)n1 | 89.0 | -6.5 | 1.6 | 1.5 | -0.1 | -1.2 | -2.8 | 24.4 | -1.6 | -7.2
O=C(COC(=O)c1ccccc1)Nc1ccccc1N1CCOCC1 | 86.0 | -5.1 | -3.9 | 8.7 | -0.7 | -0.4 | 2.4 | -2.2 | -1.2 | 5.2
O=C(CC(Cc1ccccc1)C(=O)O)Nc1ccc(F)cc1 (stereo unspecified) | 85.0 | -5.2 | 3.5 | -0.7 | 0.6 | -1.1 | 5.3 | -10.1 | 0.9 | -3.2
CCOC(=O)c1n[nH]c2ccccc12 | 100.0 | -3.9 | 6.4 | 1.1 | -1.0 | 0.1 | 0.1 | -0.9 | 5.8 | -3.8
CC(=O)OCCn1c(Br)nc2c1c(=O)[nH]c(=O)n2C | 94.0 | -5.7 | -3.6 | 5.0 | 1.6 | -1.9 | 6.8 | 1.1 | -0.6 | -3.5
COc1ccc(CNC(=O)CSc2nnc(C)n2-c2ccc(F)cc2)cc1 | 98.0 | -6.7 | 3.4 | -1.9 | -1.5 | -1.0 | 10.8 | 0.6 | -0.5 | 1.4
O=C(NCc1ccccc1)c1cc(C2CCCCN2C(=O)c2ccc(Cl)cc2)on1 (stereo unspecified) | 106.0 | -10.0 | -1.0 | -8.3 | -0.8 | 0.2 | 14.5 | -1.6 | -1.0 | 13.9
COc1cccc(CN(C)C(=O)c2ccccc2Sc2ccccc2C#N)c1 | 91.0 | -3.4 | 6.5 | 9.9 | -1.2 | -1.6 | -0.7 | -0.1 | 2.7 | -2.2
Cc1cc(C)cc(S(=O)(=O)c2cn(C)c3cc(N4CCN(C)CC4)c(F)cc3c2=O)c1 | 99.0 | -7.0 | 5.2 | 1.7 | 0.9 | -0.9 | 11.7 | -1.2 | -4.7 | -15.0
Cc1ccc(-c2nn(-c3ccccc3)cc2/C=N/NC(=O)CSc2nnc(C)n2-c2ccccc2)cc1 | 101.0 | -5.1 | 1.1 | 15.9 | 1.5 | -1.5 | 12.3 | 1.2 | 11.7 | -19.5
CCOc1ccc(Cl)cc1CNCCNCC(C)O (stereo unspecified) | 93.0 | -10.8 | -0.1 | 6.4 | 0.3 | 1.0 | 0.2 | -2.4 | -4.2 | 3.4
O=C(Cn1cnnn1)NCc1ccccc1 | 98.0 | -6.2 | -0.8 | 3.4 | 2.2 | -0.4 | -5.2 | -6.4 | 1.0 | -0.2
CCC(=O)Nc1ccc2c(c1)OC[C@@H](C)N(C(=O)c1ccccn1)C[C@@H](C)[C@@H](OC)CN(C)C2=O | / | -6.1 | -1.2 | / | / | / | / | 7.0 | 5.7 | /
CCN(CC)C(=O)[C@H]1C[C@H](CC(=O)NCCN2CCOCC2)C(=O)N2CCc3c([nH]c4ccc(Cl)cc34)[C@]12C | 100.0 | -6.3 | 0.0 | -1.9 | 1.5 | 2.4 | 6.5 | 3.8 | -10.3 | 4.5
CCOC(=O)C(NCCc1ccccc1)(NC(C)=O)C(F)(F)F (stereo unspecified) | 91.0 | -3.7 | 1.4 | 6.4 | 2.6 | -1.1 | 2.7 | 2.0 | -0.2 | -13.2
O=C(CN1CCN(C(=O)c2ccco2)CC1)Nc1cc(S(=O)(=O)N2CCCC2)ccc1Cl | 97.0 | -14.3 | 6.8 | 1.3 | -1.7 | -0.1 | 1.5 | 1.1 | 6.8 | 0.1
O=C(O)C(=O)Nc1ccc(NC(=O)C(c2ccccc2)c2ccccc2)cc1 | 101.0 | -2.9 | 3.2 | -2.1 | 3.5 | -1.1 | 3.0 | 2.9 | -3.8 | 3.2
O=C(NC1CC(=O)N(c2ccccc2)C1)C(=O)c1c[nH]c2ccccc12 (stereo unspecified) | 98.0 | -3.8 | 0.7 | -0.2 | 0.4 | -0.1 | -3.8 | 1.7 | -0.8 | 1.1
CCCCN1CC(=O)N2[C@H](c3ccc(OC)cc3)[C@@H]3C(=O)N(CC)C(=O)[C@@H]3[C@]2(C)C1=O | 98.0 | / | -6.5 | 14.7 | 1.3 | -1.1 | 6.3 | -0.8 | 0.6 | -3.9
Cc1cccc(NC(=O)CSc2nc(COc3ccccc3)nc3ccccc23)c1C | 93.0 | -7.6 | -0.2 | -2.5 | -5.1 | 20.4* | 6.9 | 3.3 | 1.1 | -10.8
CCSc1nnc(NC(=O)C2Cc3ccccc3CN2C(=O)c2ccco2)s1 (stereo unspecified) | 92.0 | / | -7.3 | 8.5 | -1.2 | -3.4 | 1.3 | 2.3 | 6.2 | 2.4
O=C(N1CCN=C1SCc1cccnc1)C12CC3CC(CC(C3)C1)C2 | 93.0 | -4.9 | 0.7 | -8.9 | -3.0 | -0.3 | 6.6 | -2.1 | -5.5 | -5.3
CC(=O)N1CC=CC1(C)C(=O)O (stereo unspecified) | 98.0 | -11.2 | 3.8 | 13.6 | 0.6 | -0.2 | 3.8 | -1.6 | 0.2 | -8.2
CCCCNC(=O)Nc1nnc(-c2ccccc2)o1 | 89.0 | -4.7 | 1.8 | 1.0 | 2.0 | -0.1 | 1.4 | -0.6 | 2.6 | 1.1
Cc1ccc(N(CC(=O)O)S(C)(=O)=O)cc1Cl | 89.0 | 1.1 | -0.3 | 16.3 | 2.5 | 0.0 | 6.1 | -0.8 | 3.4 | 4.7
COc1cccc2cc(C(=O)NCc3ccc(C)cc3)c(=O)oc12 | 94.0 | / | 0.3 | 16.8 | -0.2 | -0.6 | 23.2 | -2.6 | 9.4 | -3.6
CC(C)c1ccc(OCC(=O)Nc2ccccc2C(=O)N2CCOCC2)cc1 | 94.0 | / | 5.0 | 3.7 | -0.1 | -2.3 | 6.1 | 0.0 | 1.7 | 13.1
CC(=O)Oc1ccc(-c2cccc(C(=O)NCC(=O)O)c2)cc1 | 100.0 | -4.5 | 3.2 | -0.6 | -0.1 | -1.9 | -10.1 | 1.0 | -1.7 | 6.5
CC(C)(C)OC(=O)C[C@@H]1C/C=C\C[C@@H](CC(=O)N[C@@H](CO)Cc2ccccc2)C(=O)N2CCC[C@H]2COC1=O | 100.0 | -4.8 | 1.9 | 15.8 | 0.0 | -1.5 | 6.4 | -4.2 | -2.2 | 2.5
COc1ccc(S(=O)(=O)Nc2cccc(-n3cnnn3)c2)cc1OC | 108.0 | -5.2 | 0.2 | 4.7 | 3.8 | -2.0 | 6.0 | -7.7 | -1.2 | 2.4
Cc1ccc(NC(=O)Cn2c(=O)oc3ccccc32)cc1C | 92.0 | -3.4 | -3.3 | -0.6 | 1.8 | -0.9 | 10.9 | -7.6 | 1.1 | 6.0
O=CN1CC(=O)N(c2ccccc2)c2c([nH]c3ccccc23)C1 | 93.0 | -5.0 | 2.9 | 5.1 | 0.5 | 0.9 | 0.8 | 2.5 | -12.2 | -8.4
COc1ccc(Cn2c(C3CC3)nc3ccc(NC(=O)C4CC4)cc3c2=O)cc1 | 85.0 | -3.4 | -1.9 | -3.7 | -5.5 | -1.5 | 9.7 | 3.1 | 0.9 | 2.0
Nc1c(Cl)ncnc1NCCc1ccc(O)cc1 | 95.0 | -4.1 | 2.1 | -12.8 | -0.2 | 1.4 | 8.8 | 6.3 | -2.5 | 1.3
CCOC(=O)c1c(C)[nH]c(C(=O)COC(=O)C2=NNC(=O)CC2)c1C | 99.0 | -3.0 | -2.5 | 3.1 | -0.8 | -3.0 | 3.7 | -2.7 | 4.0 | 0.7
COc1ccccc1CNC(=O)COC(=O)c1cnc(C)cn1 | 106.0 | -6.2 | 11.9 | 0.2 | 1.7 | 0.1 | 2.8 | -2.6 | 4.6 | -4.0
C=CC[C@@H](CC(=O)N(CCO)Cc1ccccc1)C(=O)N[C@H](COC(=O)[C@@H](CC=C)CC(=O)OC(C)(C)C)Cc1ccccc1 | 92.0 | -3.3 | 0.8 | 1.0 | -3.2 | 9.3* | 7.8 | 1.6 | 10.2 | -6.8
COC(=O)[C@@]1(Cc2ccc(F)cc2)[C@H]2c3cc(C(=O)N4CCCC4)n(CCc4ccc(OC)c(Br)c4)c3C[C@H]2CN1C(=O)c1ccccc1 | 98.0 | -6.7 | -0.2 | / | / | / | / | 2.5 | 2.6 | /
CCC(Sc1nccn1C)C(=O)Nc1cccc2ccccc12 (stereo unspecified) | 96.0 | -8.1 | 2.2 | 10.7 | 0.9 | -0.7 | 3.7 | 1.1 | 7.1 | -6.4
CCOC(=O)CC(NC(=O)c1cc2cccc(OC)c2oc1=O)c1ccc(OC)cc1 (stereo unspecified) | 97.0 | -18.2 | 9.8 | 20.2 | 1.6 | 1.1 | 5.3 | 6.1 | 2.4 | -5.5
N=c1c2c3c(sc2ncn1CCN1CCOCC1)CCCC3 | 90.0 | -5.1 | -4.9 | -2.1 | 1.7 | -0.4 | -1.9 | -2.1 | -4.1 | 0.8
CCN(CC)CCN(C(=O)c1ccc2c(c1)OCCO2)c1nc2ccc(C)cc2s1 | 93.0 | -7.9 | -6.2 | 3.9 | -1.5 | 4.2 | -2.3 | 3.0 | 12.7 | 5.7
CCN(CC)c1cc(C)c2ccccc2n1 | 89.0 | -4.7 | 3.8 | 3.6 | 2.4 | -2.4 | -6.4 | -1.0 | 0.5 | -10.4
CCCC(=O)N(CCN1CCOCC1)c1nc2c(OC)ccc(OC)c2s1 | 100.0 | -10.3 | 2.1 | 9.9 | 1.8 | 0.8 | 10.7 | -0.4 | 16.1 | 3.3
OCC(CO)(CO)n1cnnn1 | 87.0 | -4.6 | 0.9 | -0.7 | 2.4 | 0.0 | 2.4 | -2.0 | 2.8 | -1.4
CCOc1ccc(CN(C)C(=O)CN2C(=O)NC(c3ccccc3)(c3ccccc3)C2=O)cc1 | 99.0 | -2.7 | -2.8 | 7.9 | 4.1 | -3.1 | -0.2 | 4.0 | 0.9 | 1.1
CCOC(=O)C1CCCN(C(=O)c2ccc(CS(=O)(=O)Cc3ccccc3C)o2)C1 (stereo unspecified) | 100.0 | -2.3 | 2.0 | 8.6 | 0.7 | 1.1 | -7.3 | -1.1 | 11.8 | -9.2
